From PubChem
MCF10A rerep = A quantitative high throughput screen for small molecules that induce DNA re-replication in MCF 10a normal breast cells; MCF 10A DNA re-replication, Hoechst nuclear intensity, 48 h; Potency, µM (highest dose often 46.1 µM), inactives show top-dose activity, positive = re-replication, hits mostly activators; 350,000 compounds, 2.9% hits; AID 624296, 2012; further: potency means the concentration at half of the fitted maximal effect; % of control where 0% means no effect; nearly all actives have a fitted effect of over 50% in size
S2 tox = Viability Counterscreen for Primary qHTS for Inhibitors of ATXN expression; S2 cells (HEK-293 line with an ATXN2-luciferase reporter) viability, CellTiter-Fluor protease fluorescence, 24 h; Potency, µM (highest dose often 56.7 µM), hits mostly cytotoxic; 400,000 compounds, 0.49% hits; further: potency means the concentration at half of the fitted maximal effect; nearly all actives have a fitted effect of over 40% in size
HepG2 viability = qHTS for Inhibitors of TGF-b: Cytotox Counterscreen | HepG2 CAGA-GFP viability, ATP luminescence, 18 h | Potency, µM (series often up to 46.1 µM), inactives show top-dose activity change, negative = cytotoxicity, usual class: cytotoxic | 410,000 compounds, 0.76% hits | AID 588856, 2011; further: potency means the concentration at half of the fitted maximal effect; some results filed as inactive show a strong effect at the top dose
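HepG2 CAGA-GFP cells (1000/well, DMEM with 1% FBS) received compound, then TGF-beta at 500 pg/mL final, and were incubated 18 hours at 37 degrees C. Viability was read by CellTiter-Glo luminescence. Media-only wells were set as complete cell-killing and DMSO as no toxicity.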
Nrf2 activator = qHTS of Nrf2 Activators; AREc32 ARE-luciferase reporter (MCF7-derived line), luminescence, 24 h; Potency, µM (top dose mostly 46.1 µM), inactives show top-dose activation, actives largely listed as activators; 410,000 compounds, 0.31% hits; AID 624171, 2012; further: potency means the concentration at half of the fitted maximal effect; % of control where 0% means no effect; nearly all actives have a fitted effect of over 65% in size
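Cells of the AREc32 ARE-luciferase line are plated in OPTI-MEM containing 5% FBS and left overnight at 37 deg C. Compounds are pinned in, incubation continues 24 hr, and firefly luciferase signal is then measured.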
ATXN2 expr inh = Primary qHTS for Inhibitors of ATXN expression; Potency, µM (series often up to 57 µM), for the others: at the highest dose activity change, negative = inhibition, usual class: inhibitors; 360,000 compounds, 0.72% hits; AID 1745845, 2022; HEK-293 ATXN2-luciferase reporter, luminescence, 24 h; further: potency means the concentration at half of the fitted maximal effect; on the % scale 0 is the no-effect control and ±100 the full control effect; nearly all actives have a fitted effect of over 55% in size
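ATXN2-luciferase reporter cells (luciferase flanked by upstream and downstream ATXN2 gene portions) were treated 24 h at 37 °C with compounds at up to 57 uM. SteadyGlo luminescence gave expression; GF-AFC fluorescence gave viability.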
TGFb SMAD3 inh = qHTS for Inhibitors of TGF-b; 410,000 compounds, 1.2% hits; AID 588855, 2011; HepG2 CAGA-GFP TGF-b/SMAD3 reporter, GFP fluorescence, 18 h; TGF-beta stimulated, 500 pg/mL final; Potency, µM (doses to about 46.1 µM), inactives show at the highest dose activity, negative = inhibition, actives largely listed as inhibitors; further: potency means the concentration at half of the fitted maximal effect; on the % scale 0 is the no-effect control and ±100 the full control effect; nearly all actives have a fitted effect of over 65% in size
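TGF-beta reporter screen: HEPG2 CAGA-GFP, 1% FBS, 500 pg/mL TGF-beta final, 18 h; per-cell GFP summed per well; curves fitted and categorized by class.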
IL-1B inflam inh = qHTS for Inhibitors of Inflammasome Signaling: IL-1-beta AlphaLISA Primary Screen; THP-1 LPS/ATP IL-1B secretion, AlphaLISA, 16 h; stronger effect = lower value; activity change, % at 57.5 µM; 360,000 compounds, 4.7% hits; in the data active means activity change below about -50%; inconclusive means mostly about -30% to -49%; further: on the % scale 0 is the no-effect control and ±100 the full control effect
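THP-1 cells pretreated 1 hr with compounds (up to 57.5 uM final), then stimulated with LPS (250 ng/mL final) plus ATP (1.25 mM final); secreted IL-1B measured by AlphaLISA after 16 hr, decreased signal indicating inhibition.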
Nrf2 block = Nrf2 qHTS screen for inhibitors | A549 ARE-Fluc reporter, luciferase luminescence, 18-24 h | Potency, µM (top dose mostly 46 µM), for the others: at the highest dose activity change, negative = inhibition, actives largely listed as inhibitors | 360,000 compounds, 2.1% hits | AID 504444, 2011; further: potency means the concentration at half of the fitted maximal effect; on the % scale 0 is the no-effect control and ±100 the full control effect; nearly all actives have a fitted effect of over 60% in size
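Concentration-response testing used A549 ARE_Fluc cells at 5000 cells/well. Following an 18-24 h compound incubation, viability was read by fluorescence (Ex 405/Em 525) and luciferase output by luminescence.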
A549 tox = Nrf2 qHTS screen for inhibitors: counterscreen for cytotoxicity. A549 ARE-Fluc cells, CellTiter-Fluor viability, 18-24 h. Potency, µM (top dose mostly 46 µM), for the others: at the highest dose activity change, negative = cytotoxicity, most hits filed as inhibitors. 390,000 compounds, 0.16% hits. AID 504648, 2011; further: potency means the concentration at half of the fitted maximal effect; on the % scale 0 is the no-effect control and ±100 the full control effect
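A549 ARE-Fluc cells in 5% FBS OPTI-MEM, 5000 cells/well, rested 2 h then exposed to compounds in concentration-response for 18-24 h at 37 °C. Viability by CellTiter-Fluor fluorescence (Ex 405/Em 525) after 30 min; luciferase luminescence (BugLite, 15 min, RT) read afterwards.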
* marks the source's active call; other numbers are inactive results; i = inactive; ? = inconclusive; nt = not tested or not shown; & = joins results of further samples; [ ] = dose if it differs, or a comment. Unless noted, the call rests on the fitted dose curve; in most records, active means well fitted curve in the direction sought with a large enough effect; inconclusive means small, poorly fitted or top-dose-only effect, or another doubt; inactive means no such curve, though single readings can be large; an effect the other way counts as inactive or inconclusive.

Molecule	MCF10A rerep	S2 tox	HepG2 viability	Nrf2 activator	ATXN2 expr inh	TGFb SMAD3 inh	IL-1B inflam inh	Nrf2 block	A549 tox
Cc1cccc(C)c1NC(=O)N1CC=C(n2c(=O)[nH]c3ccccc32)CC1	-6%	i	-3%	-1.1%	0%	0%	-9	4%	-9%
CN(C)C1=NC(=O)/C(=C\c2ccccc2)S1	-3%	i	-4%	7.9%	nt	-18%	-25	-20%	3%
O=C(Cn1c(=O)n(Cc2ccc(Cl)cc2)c(=O)c2cccnc21)Nc1ccccc1C(F)(F)F	nt	i	-1%	-0.1%	-5%	1%	nt	6%	-5%
COc1cc(N)c(Br)cc1C(=O)O	9%	i	-3%	-0.3%	-1%	-7%	15	?	1%
O=C1CC(CCC(=O)NC2CC2)c2ccccc2N1 (stereo not given)	-1%	i	8%	0.0%	7%	17%	3	21%	-3%
Cc1cc2n(n1)C(c1ccc(N(C)C)cc1)Nc1ccccc1-2 (stereo not given)	21µM*	i	-14%	0.0%	-2%	-10%	-12	?	-2%
CCC(Sc1nc(N)c(NC(=O)c2ccc(OC)cc2)c(=O)[nH]1)C(=O)O (stereo not given)	19%	i	16%	0.0%	3%	28%	0	5%	0%
COc1ccccc1CCNC(=O)c1ccoc1C	-14%	i	1%	4.1%	29%	-1%	0	26%	0%[1.84 µM]
N#Cc1c(-c2ccccc2)nc2n1CCS2	1%	i	-11%	2.0%	1%	7%	-8	4%	1%
Cc1ccc(-c2nnn3c2nc(NCCc2ccc(S(N)(=O)=O)cc2)c2ccccc23)cc1	?	nt	-23%	6.1%	-23%	?	28	5%	9%
COc1cccc(CN(C(=O)c2cccc(C)c2)C2CCS(=O)(=O)C2)c1 (stereo not given)	nt	nt	-1%	-0.9%	nt	-23%	nt	3%	-2%
C/C(=N/N=C/c1ccccc1O)c1ccccc1O	5%	i	17%	26%	51%[activator]	69%[activator]	7	?	-6%
Cc1ccc(S(=O)(=O)NCCS(=O)(=O)N2CCN(c3ccccc3)CC2)cc1	2%	i	-2%&-14%	-0.5%&0.7%	-17%	-27%&-14%	11	1%	-5%&0%
O=C(CNC(=O)c1ccco1)OCc1ccc(Br)cc1	8%	i	5%	-0.9%	1%	-3%	10	3%	1%
O=C(C1CC1)N1CCC(Oc2cccc(C(=O)N3CCCCC3CCO)c2)CC1 (stereo not given)	0%	i	2%	-0.2%	3%	-1%	7	3%	1%
COc1ccc(CCNc2oc(-c3ccco3)nc2C#N)cc1	4%	i	0%	-0.3%	19%	-9%	?	-5%	-7%
COc1ccc2cc(C(N)=O)c(=Nc3ccccc3)oc2c1	-8%	i	-1%	2.2%	37%[activator]	-6%	-24	?	1%
O=c1[nH]c(CN(CCc2ccccc2)S(=O)(=O)c2ccc(Cl)cc2)nc2ccccc12	-38%[inhibitor]	i	-2%	2.3%	-1%	-22%	14	6%	6%
CC1CCc2c(sc(NC(=O)c3ccc(N4C(=O)CCC4=O)cc3)c2C(N)=O)C1 (stereo not given)	?	i	-10%	-0.4%	-3%	0%	-27	5%	-7%
c1ccc(Nc2nc3ccccc3o2)cc1	4%	i	-2%	13%	45%[activator]	-6%	18	?	-2%

Quoted from the listing:
COc1cc(N)c(Br)cc1C(=O)O in Nrf2 activator reads -0.3%
CN(C)C1=NC(=O)/C(=C\c2ccccc2)S1 in Nrf2 activator reads 7.9%

The listing continues:
Molecule	MCF10A rerep	S2 tox	HepG2 viability	Nrf2 activator	ATXN2 expr inh	TGFb SMAD3 inh	IL-1B inflam inh	Nrf2 block	A549 tox
CCCCNC(=S)N/N=C/c1cccc(OCC)c1O	1%	i	-31%	2.3%	11%	-22%	-3	-13%	3%
CC(C)c1nnc(NC(=O)CCS(=O)(=O)Cc2ccccc2)s1	-6%	i	-8%	4.3%	28%	25%	5	18%	9%
C[C@@H]1CN([C@H](C)CO)C(=O)CCCn2nncc2CO[C@H]1CN(C)C(=O)Nc1ccc(N2CCN(C)CC2)cc1	nt	i	-9%	-1.2%	-2%	-5%	77	nt	nt
O=C1C=C(c2cccc(Br)c2)C[C@@H](c2ccc3c(c2)OCO3)C1	21%	i	-15%	0.4%	7%	-26%	-4	5%	1%
Cc1nn(CC(=O)N/N=C/c2ccc3c(c2)OCO3)c(C)c1Br	0%	i	16%	-0.8%	-16%	0%	-2	-12%	-8%
CCCC(=O)N(CCN1CCOCC1)c1nc2c(C)cccc2s1	2%	i	-9%	-0.7%	3%	4%	-51*	9%	-1%
O=C(Nc1ccc(N2CCCCC2)cc1)c1cncc(Br)c1	1%	i	-4%	0.1%	100%[activator]	-8%	0	?	0%
O=C(COc1ccc2c(c1)C(=O)CC1(CCCCC1)O2)NCc1ccccn1	1%	i	-31%	2.1%	3%	?	21	?	1%[1.84 µM]
Fc1ccc(N2CCN(C3=Nc4cccc5cccc3c45)CC2)cc1	?	i	-35%	9.1%	2%	?	-52*	?	?
CCCCOC(=O)Nc1cc(C)c(Cl)cc1OC	0%	?	-26%	2.1%	0%	-1%	54	-1%	4%
CCCC(=O)Nc1cc(C(F)(F)F)ccc1N1CCOCC1	-2%	i	34%	-0.5%	0%	1%	16	-13%	7%
O=C1/C(=C/c2cccc3ccccc23)CCCc2ccccc21	?	i	-14%	10%	19%	-16%	?	?	1%
O=C(CC(O)c1ccccc1)Nc1ccccn1 (stereo not given)	2%	?	14%	-0.7%	7%	12%	0	3%	2%
CCOC(=O)c1csc(NC(=O)CN2CCOCC2)n1	-2%	i	-23%	-0.3%	nt	-11%	16	-17%	7%
CCN(CC)CCCNC(=O)c1nn(C)c2c1CS(=O)(=O)c1ccccc1-2	nt	i	-10%	-0.5%	1%	2%	nt	18µM*	-3%
Cc1ccc(NC(=O)c2ccnc(C(C)(C)C)c2)cc1	10%	i	-5%	2.6%	37%[activator]	?	57	?	-29%
O=C(Nc1ccccc1N1CCOCC1)c1ccc(OCc2cscn2)cc1	-5%	i	-11%	-0.9%	-2%	6%	-22	?	2%
O=C(NC(=S)NCc1ccccc1)C1CC1	1%	i	5%	-0.2%	-20%	6%	9	-6%	2%
O=C(O)C1C2C=CC(C3CC23)C1C(=O)O (stereo not given)	-1%	i	7%	0.2%	3%	-5%	13	?	4%
O=C(c1cccc(C(F)(F)F)c1)C1CCCN(Cc2cccc(OCCO)c2)C1 (stereo not given)	0%	i	-1%	2.4%	nt	?	-62*	?	3%&0%

The listing continues:
Molecule	MCF10A rerep	S2 tox	HepG2 viability	Nrf2 activator	ATXN2 expr inh	TGFb SMAD3 inh	IL-1B inflam inh	Nrf2 block	A549 tox
CC1CCN(S(=O)(=O)c2cnc[nH]2)CC1	-2%	i	1%	-0.7%	nt	-22%	6	-17%	0%
CCNc1nc(NCC)n2c(SCC(=O)Nc3ccccc3F)nnc2n1	-18%	i	7%	-0.3%	3%	2%	-12	2%	2%
CCC(=O)c1ccc(OCC(=O)OCC(=O)NCc2cccs2)cc1	-4%	i	0%	-0.5%	0%	-4%	4	0%	2%
CS(=O)(=O)N1CCCC(C(=O)Nc2ccc(F)cc2F)C1 (stereo not given)	-1%	i	0%	0.0%	-9%	2%	-13	-5%	10%
Cc1cc(C)n2nc(SCc3ccc(C#N)cc3)nc2n1	-4%	i	0%	0.3%	-22%	11%	-23	-27%	3%
COc1ccccc1Cn1c(=S)[nH]c2cc(C(=O)N3CCC(C(N)=O)CC3)ccc2c1=O	12%	?	5%	0.0%	0%	-2%	30	-6%	-4%
CCCN(C(=O)CSc1nnnn1C)C1CCS(=O)(=O)C1 (stereo not given)	16%	?	-22%	-0.3%	-16%	-2%	12	-5%	-12%
N#CCCn1cc(C=C(C#N)C#N)c(-c2ccc(-c3ccccc3)cc2)n1	?	i	-4%	2.1%	3%	-13%	10	12%	-6%
COC(=O)CCC(=O)NS(=O)(=O)c1ccc(N=NN2CCOCC2)cc1	0%	i	-6%	6.8%	nt	16%	-4	0%	0%
Cc1cccc(C(=O)N[C@H](C(=O)NCCc2ccc(S(N)(=O)=O)cc2)C(C)C)c1	0%	i	-4%	3.3%	8%	3%	7	1%	-2%
CN(C)CCOC(=O)NCC12CC3CC(CC(C3)C1)C2	10%	i	-4%	0.1%	-11%	-5%	5	-14%	2%
O=C(NCc1cccc(Cl)c1)c1cccn1-c1nnc(N2CCCC2)s1	nt	nt	-5%	0.3%	nt	-60%	nt	-23%	15%
COCc1cc(Sc2ccc(OC)cc2)nc(-c2ccccc2)n1	0%	i	-26%	-0.7%	-7%[11.3 µM]	7%	-6	-10%	1%
O=S(=O)(c1ccccc1C(F)(F)F)N1CCN(CC(O)COc2ccccc2F)CC1 (stereo not given)	-2%	i	-18%	0.4%	-12%	0%	?	0%	2%
COc1ccc(NC(=O)c2nnn(CC(=O)Nc3cccc(C)c3C)c2N)c(OC)c1	nt	nt	-6%	3.6%	nt	nt	nt	?	1%
